Screening data deposited in PubChem BioAssay by several laboratories.
Vc quorum ag: inducers of Vibrio cholerae quorum light production without autoinducers, primary screen, BH1578 luxS cqsA deficient, single point; 350,000 tested, 0.16% active; V. cholerae BH1578 lux reporter, luminescence, 6 h; activation, % at 18.7 µM; in the data active = activation mostly above about 9.7%, no sharp cut-off; note: not every result past the cut was called active; inactives centre near 0; reference of the scale not given here
Yp Topo-I inh: Yersinia pestis topoisomerase I inhibitors, primary screen, biochemical, cleavage product accumulation, plate reader, single point; activity, % at 10 µM; AID 504884, 2011; Y. pestis Topo-I cleavage product accumulation; DNA topoisomerase I (Yersinia pestis CO92); 360,000 tested, 0.064% active; in the data active = activity above about 50%, passing the limit was not always enough; note: inactives centre near 2
Mtb UGM inh: M. tuberculosis UGM enzyme inhibitors, primary screen, biochemical, fluorescence polarization, single point; 320,000 tested, 0.06% active; AID 504406, 2011; purified UGM, fluorescence polarization probe displacement; UDP-galactopyranose mutase (Mycobacterium tuberculosis (strain ATCC 25618 / H37Rv)), …; inhibition, % at 10 µM; in the data active = inhibition above about 10%, passing the limit was not always enough
Target sequence (P9WIQ1 whole entry, looked up): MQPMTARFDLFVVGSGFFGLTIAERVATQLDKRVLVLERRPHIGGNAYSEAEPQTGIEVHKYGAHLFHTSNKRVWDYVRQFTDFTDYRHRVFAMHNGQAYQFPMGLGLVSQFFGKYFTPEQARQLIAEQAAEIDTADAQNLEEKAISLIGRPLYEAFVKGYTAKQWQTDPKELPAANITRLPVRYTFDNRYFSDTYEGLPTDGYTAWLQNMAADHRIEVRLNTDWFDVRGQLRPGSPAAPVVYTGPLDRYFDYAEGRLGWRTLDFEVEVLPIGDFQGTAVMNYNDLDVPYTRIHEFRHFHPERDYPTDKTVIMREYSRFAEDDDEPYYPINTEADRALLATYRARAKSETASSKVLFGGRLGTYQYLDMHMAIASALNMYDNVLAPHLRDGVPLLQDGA
FadD28 binding: inhibitors of FadD28 bisubstrate probe binding, primary screen, biochemical, fluorescence polarization, single point; AID 588549, 2011; 360,000 tested, 0.22% active; Mycobacterium tuberculosis FadD28 fatty-acid-AMP ligase; inhibition, % at 12.5 µM; in the data active = inhibition above about 8.5%, passing the limit was not always enough
PfHsp40 rescue: rescue of yeast from PfHsp40 toxicity, primary screen, S. cerevisiae, ATP luminescence. 340,000 tested, 0.68% active. S. cerevisiae expressing PfHsp40, growth rescue. growth rescue, % at 12.5 µM; in the data active = growth rescue above about 28%, passing the limit was not always enough;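 note: yeast W303a lacking pdr1 and pdr3 grown in galactose medium; growth measured after three days at 30 °C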
BioA inh: M. tuberculosis BioA enzyme inhibitors, primary screen, biochemical, plate reader, single point, HTS | 7,8-diaminopelargonic acid synthase BioA (Mycobacterium tuberculosis) | purified M. tuberculosis BioA enzyme | inhibition, % at 9.99 µM | 360,000 tested, 0.096% active; in the data active = inhibition above about 40%
GDH-TPI inh: GDH-TPI coupling enzyme inhibitors, primary screen, artefact control for M. tuberculosis FBA inhibitor project, biochemical, absorbance, full deck | GDH-TPI coupled enzyme counterscreen, NADH absorbance | inhibition, % at 4.8 µM | 360,000 tested, 1.2% active; in the data active = inhibition above about 30%;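 note: 0% = DMSO wells and 100% = wells lacking the enzyme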
FBA Mtb inh: Mtb FBA enzyme inhibitors, primary screen, biochemical, fluorescence, strain H37Rv; Fructose-bisphosphate aldolase (Mycobacterium tuberculosis (strain ATCC 25618 / H37Rv)), …; purified M. tuberculosis FBA, fluorescence read-out; inhibition, % at 1 µM; 360,000 tested, 2.3% active; in the data active = inhibition above about 27%;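 note: 0% = vehicle and 100% = reference inhibitor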
Target sequence (P9WQA3 whole entry, looked up): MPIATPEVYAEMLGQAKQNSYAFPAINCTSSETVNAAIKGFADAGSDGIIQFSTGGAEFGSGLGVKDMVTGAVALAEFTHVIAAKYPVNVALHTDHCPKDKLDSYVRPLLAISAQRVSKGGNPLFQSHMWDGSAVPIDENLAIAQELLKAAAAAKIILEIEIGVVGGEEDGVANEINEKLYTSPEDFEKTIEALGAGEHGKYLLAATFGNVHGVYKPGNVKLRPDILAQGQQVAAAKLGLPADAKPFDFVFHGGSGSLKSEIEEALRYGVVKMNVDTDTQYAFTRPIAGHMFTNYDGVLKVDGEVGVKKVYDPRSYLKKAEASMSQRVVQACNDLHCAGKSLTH
TcdB GH inh: TcdB glycohydrolase inhibitors, primary screen, biochemical, single point, plate reader; TcdB glycohydrolase enzymatic assay; inhibition, % at 9.99 µM; 350,000 tested, 0.24% active; in the data active = inhibition above about 10%
* hit, by the source's call; i = inactive; . = no result given. Compounds were not picked by outcome, and some 4.6% of all compounds hit somewhere here.

Structure,Vc quorum ag,Yp Topo-I inh,Mtb UGM inh,FadD28 binding,PfHsp40 rescue,BioA inh,GDH-TPI inh,FBA Mtb inh,TcdB GH inh
COc1cccc(NC(=O)COC(=O)CCS(=O)(=O)c2ccc(C)cc2)c1,1.4,-9,1.6,-4.1,-0.5,.,2,4,0.2
COc1ccc(/C=C(\C#N)C(=O)OCC(=O)NCc2ccccc2Cl)cc1,0.1,-4,-1.2,-2.3,0.3,.,4,3,-0.2
CCOC(=O)C(C)CC(C)C(=O)N1CCOCCN(C(=O)C(C)CC(C)C(=O)OCC)CCOCC1 (stereo not drawn),-0.5,-6,4.3,1.3,-0.5,0.1,0,0,.
COc1ccc(CNc2nn[nH]n2)cc1OC,-1.8,-8,-2.3,-0.9,1.3,-2.1,14,2,.
C=CCOc1cccc(C(=O)Nc2ncn[nH]2)c1,i,5,0.5,-2.7,-0.5,-0.8,3,1,0.3
Cc1cccc2sc(NS(=O)(=O)c3ccccc3)nc12,0.7,7,0.8,0.1,1.0,-1.8,-4,-1,4.5
COc1ccccc1-c1noc(CCC(=O)Nc2cc(C(F)(F)F)ccc2Cl)n1,-0.2,2,2.4,0.1,0.9,-0.6,-6,0,.
Cc1ccc(-c2nc3ncccn3c2Nc2ccc3c(c2)OCO3)o1,i,4,1.4,0.1,-0.8,8.0,26,-1,.
CCN(C(=O)COC(=O)CCn1c(C)csc1=O)c1c(N)n(Cc2ccccc2)c(=O)[nH]c1=O,i,3,0.0,-1.1,-2.1,-2.0,-3,1,0.1
N#CCCn1cc(C(N)=O)c(-c2cccs2)n1,0.1,5,-2.4,-0.4,-1.5,-0.1,-6,29*,.
CC1CCN(c2cc(C#N)c(C#N)cc2[N+](=O)[O-])CC1,i,-5,-2.1,0.2,-0.6,-0.3,-12,-2,.
COc1ccc(CN2C(=O)c3cccnc3C2=O)cc1S(=O)(=O)NC(C)C,i,0,1.9,-0.1,-0.5,-1.1,-1,-2,0.2
CCC(C)(C)NC(=O)/C=C/c1cccs1,-0.4,5,0.1,-0.1,-1.8,0.0,10,2,0.3
C=C(C)COc1ccc(C2NC(=O)c3ccccc3O2)cc1OCC (stereo not drawn),-0.4,0,-1.3,-2.9,2.2,-0.5,9,5,1.0
COc1cc(OC)c2ccc(=O)oc2c1C(CC(=O)N1CCOCC1)c1ccc2c(c1)OCO2 (stereo not drawn),i,12,0.5,-5.1,0.7,0.6,14,2,0.4
O=C(Cc1ccsc1)OCC(=O)c1ccccc1,-7.1,11,2.7,-4.4,-1.0,-0.2,13,-4,1.0
O=c1[nH]c(CN2CCc3ccccc3C2)nc2ccccc12,-6.7,16,-1.9,-4.1,0.0,3.5,9,-1,.
CCP(=O)(CC)c1cccc(N)c1,i,-5,-0.9,-2.3,-1.5,-0.5,6,-2,.
COc1cc(C(O)c2nc(-c3cncnc3)cs2)ccc1F (stereo not drawn),-0.3,-3,.,-0.3,.,0.5,6,0,0.4
O=C1c2ccccc2C(=O)N1Cc1cc(-c2ccccc2Cl)no1,-1.0,-5,-1.4,-2.6,3.1,-0.6,13,2,.

Continued, overlapping the part above by 6 compounds.
Structure,Vc quorum ag,Yp Topo-I inh,Mtb UGM inh,FadD28 binding,PfHsp40 rescue,BioA inh,GDH-TPI inh,FBA Mtb inh,TcdB GH inh
COc1cc(OC)c2ccc(=O)oc2c1C(CC(=O)N1CCOCC1)c1ccc2c(c1)OCO2 (stereo not drawn),i,12,0.5,-5.1,0.7,0.6,14,2,0.4
O=C(Cc1ccsc1)OCC(=O)c1ccccc1,-7.1,11,2.7,-4.4,-1.0,-0.2,13,-4,1.0
O=c1[nH]c(CN2CCc3ccccc3C2)nc2ccccc12,-6.7,16,-1.9,-4.1,0.0,3.5,9,-1,.
CCP(=O)(CC)c1cccc(N)c1,i,-5,-0.9,-2.3,-1.5,-0.5,6,-2,.
COc1cc(C(O)c2nc(-c3cncnc3)cs2)ccc1F (stereo not drawn),-0.3,-3,.,-0.3,.,0.5,6,0,0.4
O=C1c2ccccc2C(=O)N1Cc1cc(-c2ccccc2Cl)no1,-1.0,-5,-1.4,-2.6,3.1,-0.6,13,2,.
Nc1ccc(C(=O)N/N=C/c2ccc(N3CCOCC3)s2)cc1,-3.8,-19,-1.5,-4.4,-0.7,-0.1,18,-1,-6.9
COc1ccc(C(=O)NC(NC(=S)Nc2ccc(S(N)(=O)=O)cc2)C(Cl)(Cl)Cl)cc1 (stereo not drawn),i,-8,-0.6,-4.5,1.1,0.1,9,-1,.
NC(=O)C1c2ccccc2CSc2ccccc21 (stereo not drawn),-0.3,7,1.1,-3.9,0.5,-0.3,-7,4,.
COC(=O)c1cc(C#N)c(SCc2ccccc2)nc1C,3.1,4,1.6,1.0,7.8,3.0,-9,12,.
Cc1cccc(C)c1OCC(=O)N/N=C/C=C/c1ccco1,0.1,-3,-2.3,-2.9,1.7,.,30,-1,1.4
CCOC(=O)c1ccccc1NC(=O)CSc1nnc(COc2ccccc2)n1CC,.,16,2.1,-4.9,1.4,10.0,-5,2,.
Cc1ccc(OCC(=O)Nc2ccc(NC(=O)c3ccco3)cc2)c(C)c1,-0.2,6,-1.4,-0.3,1.5,-1.6,16,1,0.6
C[C@@H]1NS(=O)(=O)c2cc(Cl)ccc2O[C@@H]1c1ccccc1,-1.1,9,.,-3.1,1.2,1.3,1,-1,1.9
Cc1ccc(C)c(N2CCN(S(=O)(=O)c3csc(C(N)=O)c3)CC2)c1,i,3,0.7,-4.5,2.7,-0.2,-2,-4,0.0
Cc1cc(C)n2nc(C(=O)Nc3ccc4c(c3)OCO4)cc2n1,-0.2,-9,-3.6,-2.2,-1.2,0.7,14,-6,.
CC(OC(=O)c1ccc(C#N)cc1)C(=O)Nc1ccc(Cl)cn1 (stereo not drawn),i,-4,.,-2.7,-1.2,-0.7,6,2,0.8
CN(c1ccc(-c2csc(NC(=O)C3CC(=O)N(Cc4ccco4)C3)n2)cc1)S(C)(=O)=O (stereo not drawn),-0.4,8,1.2,-0.6,-0.1,0.6,10,1,-11
COC(=O)C1=C(N)Oc2c(oc(CO)cc2=O)C1c1c(F)cccc1Cl (stereo not drawn),-0.4,8,-2.0,-2.6,-0.7,.,3,3,2.4
CC(C)(C)OC(=O)NC(CC(=O)OCc1ccccc1)C(=O)O (stereo not drawn),0.1,7,1.7,-0.1,-1.3,-2.3,3,0,0.3
COc1ccc(NC(=O)CSc2nnc(CNC(=O)COc3ccc(Cl)cc3)o2)c(OC)c1,3.9,24,2.7,-6.6,1.9,1.1,4,0,.
N=c1c2c(ncn1CCN1CCOCC1)Oc1cc(O)ccc1C2c1ccccc1 (stereo not drawn),i,7,-1.2,-2.1,2.0,-0.2,-6,2,-0.4
CCCc1nc2ccccc2c(=O)n1/N=C/c1ccc(O)cc1,-0.4,4,-1.0,-2.9,0.4,-0.8,35*,-2,.
CC(C(=O)Nc1ccc(S(=O)(=O)N2CCOCC2)cc1)N(c1ccccc1)S(C)(=O)=O (stereo not drawn),8.3,2,-0.9,0.1,0.7,2.5,-5,0,.
COc1ccc(-c2ccc(-c3noc(-c4cccc(OC)c4)n3)c(OC)n2)cc1,-0.3,-13,3.2,-2.1,0.1,0.5,-1,-1,.
COc1ccc(C(=O)C[n+]2cccc3cc(OC)ccc32)cc1,-0.5,-10,-0.2,2.2,0.9,-1.1,7,22,0.1
Cc1cc(C)n(CC(O)COc2ccc(Cl)cc2)n1 (stereo not drawn),0.4,8,-1.5,1.3,-1.4,-0.4,-1,-1,-0.7
Cc1cc(Cl)c2c(c1)[C@]1(C(=O)N2)[C@@H]2C(=O)N(Cc3ccccc3)C(=O)[C@@H]2[C@@H]2CCCN21,i,-8,-1.3,-2.3,1.2,-4.6,-4,3,.
CCN(CC)c1ccc(N2C(=O)c3ccccc3C2=O)cc1,0.3,2,2.2,-4.2,-0.3,0.2,-6,-4,0.2
Cc1c(C2=CCN(S(=O)(=O)c3ccc(Br)cc3)CC2)c2ccccc2n1C,-0.1,4,2.0,-5.1,-1.1,.,4,0,.
CCCc1[nH]nc2c1C(c1ccc(Br)s1)C(C#N)=C(N)O2 (stereo not drawn),-0.4,1,3.1,-11,-0.1,.,5,0,.
Cc1ccc(C)n1-c1cc(S(=O)(=O)N2CCOCC2)ccc1N1CCCC1,-1.8,1,-1.7,0.8,-0.1,-0.9,5,3,.
CC(C)[C@H](NC(=O)c1ccccc1Cl)C(=O)OCC(=O)NC(=O)NCc1ccco1,-3.8,3,0.2,-0.1,-2.4,-1.9,8,3,1.2
COCCC(=O)NC1CCCc2c1cnn2-c1cccc(C)c1C (stereo not drawn),0.0,-17,0.2,-1.4,0.4,0.2,-6,0,-0.3
CC(C)COc1ccc(Cc2c(O)[nH]c(=S)[nH]c2=O)cc1,i,2,2.2,1.9,-0.5,-0.1,10,0,-1.4
CCn1nc(C)cc1-c1nnc(Sc2ncc([N+](=O)[O-])s2)n1C,1.2,2,1.8,-2.8,4.2,0.4,11,-1,-0.8
O=C(c1ccc(Cl)cc1[N+](=O)[O-])N1CCc2ccccc2C1,-0.3,-4,-1.4,0.2,0.4,.,8,1,0.6
Cc1ccc(-n2c(C)cc(/C=C3/C(=O)NC(=O)N(Cc4ccco4)C3=O)c2C)cc1,-0.3,35,3.7,-2.1,-1.0,-2.8,-1,-3,.
C=CCSC1=N/C(=C\c2ccc(C)o2)C(=O)S1,.,11,-2.2,0.1,0.9,-0.2,4,-1,.
CCNc1nc(NCC)nc(N(C)/N=C/c2ccco2)n1,0.6,1,1.6,-2.1,0.8,-0.6,-1,0,1.3
COc1ccccc1C(=O)NCCC(=O)N(C)CC(=O)Nc1ccc(C)cc1,i,4,3.7,-1.9,0.5,-1.7,-8,-2,1.8
Cc1cc(Oc2ccc(Cl)cc2)nc(-c2ccccn2)n1,1.3,0,-2.4,-5.3,8.1,1.1,-2,1,0.5
O=[N+]([O-])c1cccc(C(=Nc2ccccc2Cl)NO)c1,i,6,1.7,-3.5,0.1,1.7,7,-1,.
O=C(CSc1nnc(CNC(=O)c2ccco2)o1)Nc1cccc(C(F)(F)F)c1,i,-10,-0.7,-4.6,1.4,-1.7,-3,-4,0.3
c1coc(-c2nnc3n2C2(CCCC2)Cc2ccccc2-3)c1,5.6,2,-0.9,-2.6,1.8,-2.3,11,6,.
CCNC(=O)C1(C)CCCN(C(=O)/C=C/c2ccccc2)C1 (stereo not drawn),-0.2,-7,.,1.3,.,-2.6,7,2,-0.5
